CHOP inhibitor: blocks CHOP induction under ER stress | CHO-K1 CHOP-promoter luciferase, tunicamycin-induced, 15-18 h | inhibition, % at 10 µM | 220,000 tested, 3.8% active | AID 2732;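 active = compounds that reduced the stress-induced luciferase reporter signal by more than about 70% of percent inhibition, limit read from the data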;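 note: 0% = tunicamycin plus vehicle and 100% = wells without tunicamycin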
Ba/F3 V617F tox: loss of viability in JAK2V617F-driven Ba/F3 cells | Ba/F3 EpoR-JAK2V617F viability, ATP luminescence | inhibition, % at 5.6 µM | 220,000 tested, 1.1% active;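 active = inhibition above the campaign mean plus 3 SD over all tested compounds, cut at about 24% in these data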;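 note: cytokine-independent growth of Ba/F3 cells driven by EpoR plus mutant JAK2; 0% = DMSO-treated cells and 100% = JAK inhibitor I control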
TRPML3 agonist: activates the human TRPML3 channel | 220,000 tested, 0.29% active | HEK293 TRPML3-YFP, Fluo-8 calcium fluorescence; 100% = the carbachol control signal | Q8TDD5 | activation, % at 3 µM | AID 1448;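 active = activation above its plate's cutoff, the mean activation of the plate's test wells plus 3 SD, cut at about 12% in these data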;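 note: 0% = DMSO only wells and 100% = carbachol wells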
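Material: HEK293 cells stably carrying human TRPML3-YFP; compound dosing: single dose, 3 µM final nominal compound, 0.3% DMSO final; incubation: 1-h 37 °C dye load, 5-s basal, 120-s post-compound reads; technique: Fluo-8 intracellular calcium fluorescence, excitation 470-495 nm, emission 515-575 nm; read-out basis: percent activation from peak-to-basal fluorescence ratio, scaled between DMSO and carbachol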
RBBP9 inhibitor: blocks human serine hydrolase RBBP9 | O75884 | recombinant RBBP9, FP-Rh probe fluorescence polarization | inhibition, % at 7.94 µM | 220,000 tested, 0.2% active | AID 1515;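 active = inhibition above the campaign mean of all tested compounds plus 3 SD, cut at about 14% in these data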;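 note: plate controls were DMSO wells with RBBP9 for no effect and wells lacking RBBP9 protein for full effect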
Target sequence (O75884 whole entry, looked up): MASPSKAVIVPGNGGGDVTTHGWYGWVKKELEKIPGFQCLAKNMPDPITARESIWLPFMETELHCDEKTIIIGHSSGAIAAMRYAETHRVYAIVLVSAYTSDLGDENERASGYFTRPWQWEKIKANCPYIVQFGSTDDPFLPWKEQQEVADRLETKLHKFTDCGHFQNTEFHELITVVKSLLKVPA
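Material: RBBP9 protein. Amount: RBBP9 at 2.5 µM in dispensed solution, before mixing. Schedule: 30 min then 45 min, 25 °C. Medium: Tris buffer pH 8.0, NaCl, Pluronic. Measured by: fluorescence polarization. Measure: percent inhibition from mP, scaled between DMSO and no-protein wells. Replication: one well per compound.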
BaF3 tox: reduces parental Ba/F3 cell viability, JAK2V617F counter-screen. CellTiter-Glo ATP luminescence. inhibition, % at 5.6 µM. 220,000 tested, 1.1% active;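 active = inhibition above a per-campaign cutoff, the mean inhibition of all tested compounds plus 3 SD, cut at about 27% in these data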;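 note: 0% = DMSO wells and 100% = JAK Inhibitor I control wells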
TNF death inh: TNF-alpha cell death inhibition in Jurkat FADD-/- cells | 220,000 tested, 0.068% active | activation (protection from cell death), % at 10 µM | Jurkat FADD-/- TNF necroptosis rescue, ATP luminescence, 24 h; 0 = TNF only, 100 = no-TNF cells;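 active = activation, meaning protection from cell death, of at least 50% relative to plate controls; inactive = activation below 50%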;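 note: necroptosis triggered by 40 ng/mL TNF-alpha added together with compound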
TRPN1 ag: zebrafish TRPN1 (NompC) channel agonism; 220,000 tested, 0.18% active; AID 1424; activation, % at 3 µM; HEK293 zebrafish TRPN1-YFP, Fluo-8 calcium fluorescence; 100% = response to 87 µM carbachol;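 active = activation above its plate's cutoff, the mean activation of test wells on that plate plus 3 SD, cut at about 19% in these data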;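 note: 0% = DMSO alone and 100% = 87 µM carbachol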
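Assay system: Zebrafish TRPN1-YFP in HEK293 cells | Incubation: Dye loading 1 h at 37 °C, then 30 min room temperature | Measured by: Kinetic Fluo-8 fluorescence, ex 470-495, em 515-575 nm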
Wee1 degr inh: human Wee1 degradation inhibition, primary screen | P30291 | HeLa Luc-Wee1K328M stability, luciferase luminescence; 100% = proteasome inhibitor MG132 effect | reporter increase, % at 5 µM | 220,000 tested, 1.2% active | AID 1321;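 active = activation above the mean of all tested compounds plus 3 SD, set per screening run, cut at about 8.8% in these data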;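 note: cells exposed to compound for 20 h before luminescence read; 0% = DMSO alone and 100% = MG132 at 30 µM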
Target sequence (P30291 whole entry K328M): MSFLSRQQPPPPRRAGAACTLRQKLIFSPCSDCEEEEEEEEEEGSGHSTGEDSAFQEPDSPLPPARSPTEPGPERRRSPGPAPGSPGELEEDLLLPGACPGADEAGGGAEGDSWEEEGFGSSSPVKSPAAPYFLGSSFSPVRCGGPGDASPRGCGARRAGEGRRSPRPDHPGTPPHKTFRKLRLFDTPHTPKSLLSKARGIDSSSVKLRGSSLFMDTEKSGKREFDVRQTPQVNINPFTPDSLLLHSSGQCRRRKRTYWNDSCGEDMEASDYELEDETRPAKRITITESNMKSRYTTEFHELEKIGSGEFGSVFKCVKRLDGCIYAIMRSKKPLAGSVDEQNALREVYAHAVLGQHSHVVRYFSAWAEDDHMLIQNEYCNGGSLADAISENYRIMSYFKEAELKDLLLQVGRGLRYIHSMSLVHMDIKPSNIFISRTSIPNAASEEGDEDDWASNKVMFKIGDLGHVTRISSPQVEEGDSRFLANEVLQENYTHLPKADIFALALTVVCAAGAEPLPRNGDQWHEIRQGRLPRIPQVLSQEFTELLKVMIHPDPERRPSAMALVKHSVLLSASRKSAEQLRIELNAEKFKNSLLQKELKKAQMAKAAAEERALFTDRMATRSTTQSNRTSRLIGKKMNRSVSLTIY
PPC-1+TRAIL kill: kills PPC-1 cancer cells in the presence of TRAIL. PPC-1 cells + TRAIL, ATPLite viability luminescence. cell killing (% activity), % at 4 µM. AID 1443. 220,000 tested, 0.41% active;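 active = cell killing above 50% in the first pass at 4 µM, then a duplicate retest at 5 µM averaging 50% or more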;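 note: plate controls were cells with TRAIL plus DMSO for no effect and medium-only wells lacking cells for full effect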
Numbers without * were called inactive; · = no result given; [ ] = remark or other dose.

SMILES	CHOP inhibitor	Ba/F3 V617F tox	TRPML3 agonist	RBBP9 inhibitor	BaF3 tox	TNF death inh	TRPN1 ag	Wee1 degr inh	PPC-1+TRAIL kill
COc1cc2c(cc1O)C(SC)=NC(C)(C)C2	22.2	1.4	0.1	-3.4	4.4	-5.0	0.1	-1.7	5.1
C[C@H](NS(=O)(=O)c1ccc(Cl)cc1)C(=O)OCC(=O)NC(=O)Nc1ccc2c(c1)OCCO2	30.8	0.9	0.7	-11.1	4.9	-0.4	0.9	-3.0	9.7
CC1=C(C(=O)OCC(C)C)C(c2cccs2)NC(=S)N1 (stereo not given)	15.8	3.6	-0.8	-8.1	9.9	-2.8	-2.3	0.5	7.5
Cc1cccc(OCC(=O)Nc2ccccc2F)c1	-17.1	-2.1	-1.0	-0.8	9.5	0.6	-1.4	12.9*	-0.2
CC1=C(C)CS(=O)N(S(=O)(=O)c2ccccc2)C1 (stereo not given)	15.8	6.4	6.5	-5.6	6.2	-7.4	1.4	11.1*	1.9
COC(=O)CCC(=O)Nc1ccc(Br)cc1	-1.3	1.1	0.5	-5.4	1.5	-0.2	-1.4	-0.7	8.0
COCC(=O)Nc1nc2n(n1)C(c1ccc(OC)cc1)CC(c1ccc(OC)cc1)N2 (stereo not given)	-2.2	-2.2	-0.1	-3.7	5.9	-2.0	0.3	-1.4	23.8
Fc1ccccc1C1CCN(Cc2nc(COc3ccccc3)no2)C1 (stereo not given)	-7.2	-1.9	0.3	-6.7	2.8	1.2	-1.2	-2.6	-5.3
c1cncc(-c2nc(NCCCn3ccnc3)c3ccccc3n2)c1	-16.4	-2.0	0.7	-9.0	5.1	1.1	2.1	1.9	27.5
COc1ccc(C(=O)N(Cc2nc(-c3ccc(C)cc3)no2)C2CCCCC2)cc1OC	6.2	-2.0	0.3	3.1	2.9	-0.4	-0.9	-0.8	-15.3
CC(=O)Oc1ccc(C(=O)[C@H]2[C@H]3C(=O)N(c4ccc5ccccc5c4)C(=O)[C@H]3[C@@H]3C=CC=NN32)cc1	39.4	4.2	0.4	-4.7	6.3	1.4	0.0	8.1	4.5
CCOC(=O)Cn1nc(C)c(NC(=O)COc2ccccc2[N+](=O)[O-])c1C	-12.1	-0.9	0.6	-7.1	-0.8	0.7	0.8	0.8	4.0
Nc1nc(SCC(=O)Nc2ccc(Oc3ccccc3)cc2)n[nH]1	25.5	-1.3	0.3	-3.6	3.6	-1.3	-0.2	-2.3	29.4
N#Cc1nc(-c2cccs2)oc1NCc1ccc2c(c1)OCO2	-16.9	-4.2	-0.9	-0.8	0.3	0.1	-0.5	-0.6	2.6
CCN(CC(=O)Nc1ccc(NC(C)=O)cc1)c1ccc(C(F)(F)F)cn1	22.6	1.2	1.2	3.3	2.8	2.6	-0.3	-2.2	26.1
CCOC(=O)C1C(=O)NC(N2CCN(Cc3ccccc3)CC2)=NC1c1ccccc1 (stereo not given)	-8.8	-3.2	1.1	-5.1	-0.2	0.7	-0.3	7.1	0.4
O=C(c1ccc(N2CCCC2=O)cc1)N1CCCCCC1	27.8	-6.8	0.1	5.7	3.4	-0.5	1.7	4.6	-4.7
O=C(Nc1ccc(Oc2ccc(C(=O)O)c(C(=O)O)c2)cc1)c1cccs1	1.4	-3.8	0.8	-1.7	-3.2	0.0	1.6	-0.6	20.8
CC(C)CNS(=O)(=O)c1ccc(CCC(=O)N2CCN(c3ccccc3)CC2)cc1	12.6	5.8	2.3	-10.4	9.3	-0.8	6.6	-1.1	6.2
CCOc1ccccc1CN1CCN(Cc2cn(C)nc2-c2ccccc2)CC1CCO (stereo not given)	19.6	0.3	0.4	4.2	3.5	1.2	-0.8	-0.7	5.9
C=CCSc1nnc(-c2c[nH]c3ccccc23)n1CCOC	·	-1.3	0.8	-22.1	0.3	-2.0	-0.6	-2.9	-5.0
Cc1cccc(NC(=O)c2cnc3n(c2=O)CCS3)c1	18.4	-3.1	1.1	-3.2	3.1	-0.5	1.1	2.9	11.0
CCN(CC)Cc1oc(-c2ccccc2)cc1C(=O)O	-14.8	2.0	0.0	-8.0	6.0	0.1	1.6	-0.3	5.9
Clc1ccc2nc(CN3CCCCC3)cn2c1	0.1	2.0	0.0	2.4	3.1	0.0	1.0	6.3	-2.7
COC(=O)c1sccc1NC(=O)COc1cccc(C)c1	-10.1	-3.4	-0.1	-0.1	-7.0	2.0	0.2	2.3	3.2
COc1ccc(/C=N/NC(=O)c2ccccc2NC(=O)c2ccco2)c(OC)c1	-15.7	-4.0	0.3	-10.0	-5.5	-3.0	1.1	-1.4	-8.1
COc1ccc(NC(=O)/C=C/c2ccc(OC)c(OC)c2)cn1	-13.8	5.1	0.5	-10.2	8.6	-1.3	3.1	-3.4	0.0
COc1ccc(C(=O)NC2=NCCS2)cc1S(=O)(=O)N1CCCCC1C (stereo not given)	-9.9	-0.2	0.2	-2.2	-2.9	2.2	0.1	-0.6	31.2
CCC(Oc1ccccc1)C(=O)Nc1nc2c(s1)C(=O)CC(C)(C)C2 (stereo not given)	17.2	-1.2	1.2	-11.7	-1.4	0.5	0.7	0.1	23.2
Cn1c(SCC(N)=O)nnc1C1CCN(C(=O)NCc2ccccc2)CC1	24.1	0.3	0.1	-7.6	-3.5	-0.9	-1.0	-0.9	7.7
CN(C)S(=O)(=O)c1ccc(C(=O)Nc2nnc(-c3cccs3)o2)cc1	6.5	4.2	0.2	-4.1	-0.2	0.4	-0.3	6.9	5.1
CN(C)CCOCCOc1ccc(Cl)cc1C(C)(C)C	0.7	6.5	1.9	10.5	12.6	3.6	3.2	0.2	10.3
CCCCC(CC)CNS(=O)(=O)c1ccc2c(c1)CCN2C(=O)CCC(=O)O (stereo not given)	-4.0	-3.9	0.5	0.7	-2.4	0.0	0.6	3.6	14.9
Cn1c(C(=O)O)ccc1S(=O)(=O)N1CCCCCC1	28.3	-5.0	1.3	-3.5	-1.2	0.5	-0.3	0.8	6.7
Cn1c(=O)c(C(=O)NCC2CCCO2)c(O)c2ccccc21 (stereo not given)	-13.7	-4.3	0.1	-7.2	0.7	0.4	0.3	-1.8	·
O=C(Nc1ccn(Cc2ccccc2F)n1)c1ccc(COc2ccc(Br)cc2)cc1	43.9	0.2	3.3	-20.9	4.8	-21.4	4.2	-3.7	2.1
Cc1cccc(-c2c3c(=O)n(C)c(=O)n(C)c3cn2-c2ccccc2O)c1	28.1	-0.4	-1.1	-6.8	2.5	-0.9	-1.4	-1.7	-5.0
c1ccc2sc(NN=C3CCCCCC3)nc2c1	39.7	2.0	0.8	-1.9	8.9	5.9	1.9	7.2	60.5*[5 µM]
CCS(=O)(=O)c1ccc2oc(SCC(=O)NC3CCCC(C)C3C)nc2c1 (stereo not given)	14.5	-0.1	0.2	-0.7	2.2	-0.2	1.8	0.3	16.7
O=C(NC1CCCCCC1)C1c2ccccc2C(=O)N1CCCN1CCOCC1 (stereo not given)	-12.8	-1.6	0.0	-1.9	1.9	-3.8	-0.1	6.1	-18.5
Cc1noc2ncnc(Oc3ccccc3Cl)c12	15.7	-0.3	-0.1	-4.6	1.6	-2.9	-0.8	0.2	-10.5
CCOC(=O)C1CCN(c2cc(=O)n(C3CCCCC3)c(=O)[nH]2)CC1	-4.1	0.7	0.8	-1.6	5.9	-3.6	1.2	-0.7	-2.9
CCOC(=O)Cc1ccc(NCc2ccc(Cl)cc2)cc1	78.3*	-0.9	-1.4	-0.5	10.3	1.6	0.6	-4.6	-0.3
NS(=O)(=O)c1ccc(N=Nc2c(-c3ccccc3)[nH]n(-c3nc(-c4ccccc4)cs3)c2=O)cc1	34.9	0.5	-0.6	-5.6	6.4	-2.0	0.2	4.3	15.3
CCCc1nc2oc3c(=O)[nH]cnc3c2c2c1COC(C)(C)C2	-14.7	2.5	0.1	-9.3	3.9	-0.7	-0.2	0.0	2.5
CN=c1scc(-c2cccs2)n1/N=C/c1ccc(O)c(O)c1O	-3.1	-1.8	-0.3	32.4*	1.8	-6.0	-0.6	-1.8	38.3
O=C(NN=C1CCCC1)c1n[nH]c2c1CCC2	7.0	6.2	0.6	-0.7	6.2	0.5	0.3	10.6*	18.2
O=[N+]([O-])c1ccc2[nH]c(O)c(N=NC3CS(=O)(=O)CC3O)c2c1 (stereo not given)	10.7	1.3	0.5	-11.6	-0.4	1.9	0.6	0.0	-2.9
CCCCCNCc1cccc(Br)c1	-4.4	0.9	0.3	-3.5	0.0	-0.1	-0.1	-2.9	0.1
Cc1ccc(OC(=O)c2ccc3snnc3c2)cc1	28.0	4.7	0.0	-1.1	8.6	-10.2	-0.7	3.2	22.8
CCOc1ccccc1NC1c2ccccc2C(=O)N1c1cccnc1 (stereo not given)	-6.4	-4.8	-0.5	-3.6	1.7	-0.8	-1.2	3.4	-4.1
Cc1cccc(NC(=O)c2ccc(S(=O)(=O)C(F)F)cc2)c1C	-2.0	5.7	-0.3	-15.9	5.3	3.3	2.4	4.1	11.0
CCn1ccnc1CN(C)Cc1nc(CCC(C)C)no1	30.4	-4.8	0.5	1.0	3.6	0.4	0.9	0.0	1.4
C=CCN=C1CC(C)(C)CC(=O)/C1=C(\O)c1ccccc1	50.2	-2.7	0.1	-2.1	3.0	-3.5	-0.2	1.6	12.9
O=C(c1cc(-c2cccnc2)nc2ccc(Br)cc12)N1CCN(c2ncccn2)CC1	39.5	-1.5	0.9	-0.7	7.4	-7.0	2.3	0.8	1.3
CCOC(=O)N1CCN(C(=O)c2cc(S(=O)(=O)N3CCCC3)cn2C)CC1	13.0	0.6	1.1	-8.6	5.5	-2.2	2.1	0.0	6.2
Cc1ccc(N2CCN(CCc3nc4cc(NC(=O)c5ccco5)ccc4n3C)CC2)cc1	27.1	2.4	1.0	-2.3	9.3	-3.9	2.3	2.7	-3.2
COc1ccc(-c2cc(C(=O)N3CCN(c4ccccc4)CC3)c3ccccc3n2)cc1	7.1	1.8	0.5	-6.7	10.1	-2.6	0.0	4.8	18.9

Two of these compounds, reformatted:
CCCCCNCc1cccc(Br)c1
  CHOP inhibitor: -4.4
  Ba/F3 V617F tox: 0.9
  TRPML3 agonist: 0.3
  RBBP9 inhibitor: -3.5
  BaF3 tox: 0.0
  TNF death inh: -0.1
  TRPN1 ag: -0.1
  Wee1 degr inh: -2.9
  PPC-1+TRAIL kill: 0.1

CCOC(=O)N1CCN(C(=O)c2cc(S(=O)(=O)N3CCCC3)cn2C)CC1
  CHOP inhibitor: 13.0
  Ba/F3 V617F tox: 0.6
  TRPML3 agonist: 1.1
  RBBP9 inhibitor: -8.6
  BaF3 tox: 5.5
  TNF death inh: -2.2
  TRPN1 ag: 2.1
  Wee1 degr inh: 0.0
  PPC-1+TRAIL kill: 6.2

Compound activity from PubChem BioAssay.
